Compound activity (PubChem BioAssay)
TPT1 inhibitor – C. albicans TPT1 enzyme inhibition | 0.81% of 300,000 active | recombinant caTPT1, FP RNA substrate dephosphorylation | AID 1962 | inhibition, % at 5 µM;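 active = inhibition above the mean of all tested compounds plus 3 SD, set per screening campaign, cut at about 24% in these data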;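 also: plate controls were DMSO alone for no effect and ferristatin control at 100 nM for full effect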
JMJD2C inh – blocks human GASC-1 demethylase activity. Q9H3R0. GST-JMJD2C(1-420) H3K9me3 demethylation, DELFIA europium. inhibition, % at 2.35 µM. 0.069% of 330,000 active. AID 2099;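 active = more than half of a compound's replicate wells show inhibition beyond 50%, single wells judged on their own value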;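 also: signal counts dimethyl H3K9 product captured on neutravidin plate; 0% = median of DMSO wells and 100% = 0.3 times that DMSO median; strong numbers were not always called active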
core dimer inh – blocks dimerization of HCV core protein | inhibition, % at 5 µM | TR-FRET GST/Flag-core106 dimerization, 1536-well | 0.33% of 300,000 active | AID 1899;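 active = inhibition above the mean of all tested compounds plus 3 SD, set per screening campaign, cut at about 45% in these data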
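Test system: GST/Flag-tagged HCV core106 proteins; Medium: KF-containing HEPES buffer, pH 7.45, DTT, CHAPS, BSA; Times: compound-protein-antibody incubation 4 h at 22.5 °C; Detection: TR-FRET 671 and 617 nm emission; Benchmarks: wells lacking GST-core106 and wells with excess unlabelled core106.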
PP5 inh – PP5 (human) phosphatase inhibition; purified PP5c, OMFP substrate fluorescence; inhibition, % at 6.7 µM; AID 1987; 0.18% of 320,000 active;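 active = inhibition above the campaign's mean inhibition across all tested compounds plus 3 SD, cut at about 9.5% in these data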;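 also: 0% = DMSO only and 100% = 100 µM cantharidin control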
LYPLA2 inh – LYPLA2 (human) inhibition in PME1 counter-screen; 0.38% of 320,000 active; recombinant LYPLA2, FP-Rh probe fluorescence polarization; O95372; AID 2177; inhibition, % at 5.9 µM;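 active = inhibition above the screen-wide mean plus 3 SD, limit set per campaign, cut at about 26% in these data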;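 also: 0% = LYPLA2 with DMSO and 100% = wells lacking LYPLA2 enzyme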
Target sequence (O95372 whole entry, looked up): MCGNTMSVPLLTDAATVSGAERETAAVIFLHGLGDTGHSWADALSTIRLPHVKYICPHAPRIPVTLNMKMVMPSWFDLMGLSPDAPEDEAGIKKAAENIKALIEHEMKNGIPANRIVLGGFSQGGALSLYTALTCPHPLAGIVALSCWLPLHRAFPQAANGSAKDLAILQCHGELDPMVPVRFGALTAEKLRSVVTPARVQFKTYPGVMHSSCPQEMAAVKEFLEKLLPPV
PP1 counter – blocks human PP1-alpha phosphatase, a PP5 counter-screen; P62136; purified PP1alpha, OMFP fluorescence; inhibition, % at 6.7 µM; 0.9% of 320,000 active;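 active = inhibition above the mean inhibition of all tested compounds plus 3 SD, computed separately for each screening campaign, cut at about 15% in these data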
Target sequence (P62136 whole entry, looked up): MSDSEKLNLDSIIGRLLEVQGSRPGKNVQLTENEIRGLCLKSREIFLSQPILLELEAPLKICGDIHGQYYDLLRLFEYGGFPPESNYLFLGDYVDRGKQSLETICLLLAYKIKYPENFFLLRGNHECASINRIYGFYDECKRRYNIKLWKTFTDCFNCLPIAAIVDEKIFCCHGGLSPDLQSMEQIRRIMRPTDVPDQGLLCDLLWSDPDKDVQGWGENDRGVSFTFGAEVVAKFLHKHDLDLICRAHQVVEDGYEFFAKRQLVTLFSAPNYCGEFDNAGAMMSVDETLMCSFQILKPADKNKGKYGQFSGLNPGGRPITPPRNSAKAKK
PREPL inh – inhibitors of human prolyl oligopeptidase-like enzyme PREPL; Q4J6C6; recombinant PREPL, fluorescence polarization activity-based probe; inhibition, % at 5.96 µM; 0.68% of 320,000 active; AID 2751; in the data active = inhibition above about 43%;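 also: 0% = enzyme with DMSO and 100% = wells lacking enzyme; many of its hits are not listed in these tables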
Fh CTSL1 inh – counter-screen for PFM18AAP inhibitors: inhibitors of F. hepatica cathepsin L1. recombinant F. hepatica cathepsin L1, Z-Leu-Arg-MCA fluorescence. inhibition, % at 5.96 µM. 0.49% of 300,000 active;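 active = inhibition above the mean of all tested compounds plus 3 SD, set per screening campaign, cut at about 17% in these data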;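 also: 0% = plate median of test compound wells and 100% = 1 µM Z-Phe-Ala-diazomethylketone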
Efflux pump mplx – inhibitors of Candida antifungal efflux pumps expressed in yeast. S. cerevisiae Candida pump triplex, Nile Red efflux. 0.44% of 330,000 active. inhibition, % at 10 µM. AID 485275;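 active = plate passing quality check with inhibition over a set limit, or well fluorescence over plate mean plus 4 SD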;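 also: Nile Red retained in pooled yeast measured as flow cytometry median fluorescence; 0% = buffer negative control and 100% = Enniatin B positive control; higher means more Nile Red kept so more efflux inhibition; some compounds called inactive have numbers as strong as hits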
An asterisk follows results filed as active; nt = no result given; & = joins results of further samples. An excerpt; count on the stated rates, not on these rows.

structure	TPT1 inhibitor	JMJD2C inh	core dimer inh	PP5 inh	LYPLA2 inh	PP1 counter	PREPL inh	Fh CTSL1 inh	Efflux pump mplx
CCCNC(=O)Cn1nc(C(F)(F)F)c2c1CCCC2	-2	-15	-4	0.6	-2	-1	-1	0	-0.1
COc1ccccc1-c1cc2ccccc2[nH]1	-1	-1	-14	4.6	1	0	13	2	0.0
COC(=O)c1ccc(-n2c(C)cc(C(=O)CSc3cccc[n+]3[O-])c2C)cc1	-2	21	-2	3.3	5	2	3	3	0.3
C[C@H](NC(=O)c1nc[nH]c1C(=O)NCC(=O)OCc1ccccc1)C(=O)OCc1ccccc1	-1	1	10	4.0	0	3	-17	0	-0.1
O=C(c1ccc2c(=O)n(Cc3ccccc3Cl)c(=S)[nH]c2c1)N1CCCC1	1	3	7	-1.6	-5	-3	-9	0	0.1
C#CCOCCOCCOCCNc1nc(N2CCN(C(=O)CCCCCCCCCCNC(=O)[C@H]([C@@H](C)CC)n3cc(CCCCN=C(N)N)nn3)CC2)nc(N2CCN(C(=O)CCCCCCCCCCNC(=O)[C@@H]([C@H](C)O)n3cc(C)nn3)CC2)n1	3	11	4	2.4	5	56*	38	-1	0.2
Cc1ccc([N+](=O)[O-])cc1NC(=O)C(C)Sc1nnc(C)n1CC1CCCO1 (configuration not stated)	0	-58	-15	1.0	6	1	12	0	-0.2
O=C(NCCOc1cccc(Oc2ccccc2)c1)c1cc(-n2cnnc2)ccc1Cl	4	2	0	0.9	0	4	-11	0	0.5
CCn1c(SCC(=O)Nc2nccs2)nnc1-c1ccco1	-2	3	-2	0.0	3	-2	7	0	-0.1
COc1cccc(/C=N/n2c(N)c(S(=O)(=O)c3cccs3)c3nc4ccccc4nc32)c1	-2	-1	4	-0.1	4	-1	10	-2	0.0
CCOC(=O)CC1C(=O)NCCN1C(=O)c1ccc(C)cc1 (configuration not stated)	1	2	5	-3.6	-6	-3	-1	2	0.1
Clc1ccc(Cl)c(OCCCCNCc2ccccc2)c1	-4	-3	0	-1.0	2	0	-9	3	0.1
Cc1ccc2nsnc2c1NC(=S)NC(=O)c1ccco1	0	9	-22	0.9	7	10	13	-6	0.9
COc1cccc(C(=O)N2c3cc(C)ccc3OCC2C(C)(C)C)c1 (configuration not stated)	3	-15	-2	-0.8	-7	-1	10	-1	1.1
CCOC(=O)CSc1nc2cc(OC)ccc2cc1C#N	5	11	8	4.4	7	2	5	2	0.3

(cont.)
structure	TPT1 inhibitor	JMJD2C inh	core dimer inh	PP5 inh	LYPLA2 inh	PP1 counter	PREPL inh	Fh CTSL1 inh	Efflux pump mplx
CCCOc1ccccc1N1C(=O)CC(N2CCOCC2)C1=O (configuration not stated)	-1	-5	-1	2.7	1	-3	2	-1	-0.2
O=c1c2ccc([N+](=O)[O-])cc2ncn1Cc1ccccc1C(F)(F)F	7	8	6	-2.0	8	-1	5	0	-0.1
O=C(NC1CCN(Cc2ccccc2)CC1)c1cn(-c2ccccc2)nc1-c1cccnc1	-2	-5	-2	-0.2	5	-3	-40	1	0.0
CCCCC(CC)CNC(=O)C(Cc1ccccc1)NS(=O)(=O)c1ccc2c(c1)CCC(=O)N2 (configuration not stated)	1	-5	7	5.4	-1	-2	15	4	0.2
O=C(CN1CCN(Cc2ccccc2)C1=O)NCc1cccs1	0	9	10	-0.1	-3	3	-1	-4	-0.1
Cc1cc(NC(=O)CSc2nc(=O)n(CCCN(C)C)c3c2CCCC3)no1	1	-4	0	-0.7	4	-2	6	1	0.0
COc1ccc(C(=O)COC(=O)Cn2cnc3ccccc3c2=O)c(OC)c1	4	-21	2	0.2	0	-4	-2	-4	0.1
COc1ccc(NC2=NCC(=O)N2Cc2cccs2)cc1	4	-5	-2	0.1	14	-4	9	-2	0.0
COC(=O)Cc1ccc(NC(=S)N2CCN(c3cc(Cl)ccc3C)CC2)cc1	-3	-4	12	3.8	11	2	6	4	0.1
COc1cccc(C2CC(c3ccccc3)=NN2S(=O)(=O)c2ccccc2)c1OC (configuration not stated)	-1	-29	11	4.6	4	3	0	0	0.0
COc1ccc(N2CCN(C(=O)c3ccc(NS(=O)(=O)c4ccc(F)c(F)c4)cc3)CC2)cc1	-2	-13&22	4	3.6	14	10	-14	2	-0.1
Cc1ccc(C(=O)NCCNc2ccc([N+](=O)[O-])cc2C(F)(F)F)cc1	1	0	-7	1.2	8	0	-6	-1	0.4
CCOc1ccc(Nc2oc(Cc3ccccc3)nc2C#N)cc1	-1	-1	1	4.7	10	2	8	3	-0.1
CCOC(=O)N1CCN(C(=O)CS(=O)Cc2nc(-c3ccc(OC)c(OC)c3)oc2C)CC1 (configuration not stated)	-3	-6	-7	0.6	-1	-1	8	0	0.8
O=S(=O)(c1ccc(NC(=S)N/N=C/c2cccc(Oc3ccccc3)c2)cc1)N1CCOCC1	0	-11	40	3.5	0	0	-4	1	0.3

(more compounds)
structure	TPT1 inhibitor	JMJD2C inh	core dimer inh	PP5 inh	LYPLA2 inh	PP1 counter	PREPL inh	Fh CTSL1 inh	Efflux pump mplx
Cc1ccc(C)n1NC(=O)c1ccc(Cl)cc1	2	-16	5	-0.8	-3	1	3	2	0.0
CC(=O)N/N=C(\C)c1cccc(C(F)(F)F)c1	0	0	-7	-1.1	1	-1	-14	-2	0.0
O=C(CSc1ccc(F)cc1)Nc1ccc(N2CCOCC2)cc1	-1	2	-2	-0.3	9	0	35	-1	0.0
Cc1ccc(S(=O)(=O)N(C)CC(O)Cn2c3ccccc3c3ccccc32)cc1 (configuration not stated)	-2	-11	3	6.3	-27	-1	15	-1	0.1
COC(=O)c1ccc(Cc2ccc(C(=O)OC)o2)o1	1	0	1	2.6	0	-1	5	-2	0.0
O=C1CC(C(=O)Nc2ccc(Cl)c(Cl)c2)S/C(=N\N=C\c2ccco2)N1 (configuration not stated)	-3	-8	0	-0.6	-23	22*	-4	5	-0.2
CCCC[C@@H](CNC)NC[C@H](Cc1ccc(O)cc1)NCCc1ccc(OCC)cc1	1	17	-14	3.2	2	-1	17	3	0.1
Cc1cc(C)nc(SCC(=O)Nc2ccc(S(=O)(=O)NCCO)cc2)n1	3	-9	-2	2.8	3	-1	2	3	0.0
O=C(NCc1nnc(SCC(=O)N2CCCC2)o1)c1c(F)cccc1F	-3	-3	-3	1.2	2	-6	4	1	-1.3
CC1CCCN(C(=O)c2cc3c(=O)n4ccccc4nc3s2)C1 (configuration not stated)	0	1	-4	-1.5	11	-2	-4	4	-0.1
CC(C)N1CN(c2ccccc2)C(=S)N(c2ccccc2)C1	-3	4	-1	2.7	3	-4	7	0	-0.1
O=C1NC(=O)/C(=C\c2ccccc2OCc2ccc([N+](=O)[O-])cc2)N1	-1	-10	24	1.6	9	11	2	-2	-0.1
COc1ccc(C(=O)COC(=O)COc2ccc(C)c(C)c2)cc1	-5	-2	-8	3.8	-1	6	-1	-4	-0.3
Cc1ccccc1N1C(=O)CC(N2CCC(C(N)=O)CC2)C1=O (configuration not stated)	1	2	2	1.5	2	0	-9	-3	-0.1
C[C@]12CC[C@@H]3c4cc(O)c(O)cc4CC[C@H]3[C@@H]1CC[C@@H]2O	2	-10	-10	0.3	-6	-2	10	4	0.2

(next part)
structure	TPT1 inhibitor	JMJD2C inh	core dimer inh	PP5 inh	LYPLA2 inh	PP1 counter	PREPL inh	Fh CTSL1 inh	Efflux pump mplx
COc1ccc(-c2nnc3n2N=C(C)CS3)cc1OC	0	1	-5	-2.6	4	-1	3	-1	-0.1
O=C(Cn1c2ccccc2c2nc3n(c(=O)c21)CCS3)Nc1ccccc1	-1	-3	0	0.7	-4	0	9	3	-0.1
CC(Oc1cccnc1[N+](=O)[O-])C(=O)Nc1cccc(Cl)c1 (configuration not stated)	nt	14	nt	-0.8	9	-2	22	nt	-0.1
CC1CCCCC12NC(=O)N(CC(=O)N1CCN(S(=O)(=O)Cc3ccccc3)CC1)C2=O (configuration not stated)	nt	7	nt	-0.5	1	-4	10	nt	0.2
N=c1n(CCN2CCOCC2)c2ccccc2n1CC(O)COc1ccccc1 (configuration not stated)	0	4	-5	0.5	-1	-4	30	2	-0.2
C=C(C)COc1ccc(-c2nc(N)ncc2Oc2ccc(OC)cc2)c(O)c1	4	-1	11	5.5	-5	3	22	-1	0.6
CC(C)C[C@H](NC(=O)N1CCn2c1nc1ccccc12)C(=O)N[C@@H](Cc1ccccc1)C(=O)O	-2	-1	3	-0.4	-1	-11	11	5	0.1
Cc1cc2cc(CCNC(=O)c3cccs3)c(=O)[nH]c2cc1C	-1	0	-4	0.8	8	2	-5	1	-0.3
CCC(NC(=O)CCCc1ccccc1)c1ccccc1 (configuration not stated)	-3	-9	-7	1.5	5	-3	-4	2	0.1
Cc1ccccc1CN1CCC(Oc2ccc(C(=O)NCc3ccccn3)cc2)CC1	0	2	-1	-1.4	0	-6	-13	-1	-0.1
COc1ccc(-c2cc(OC(=O)c3ccc(F)cc3)c3c(C)oc(C)c3c(=O)c2)cc1	6	-5	37	2.3	1	12	0	-12	0.0
O=C(Cc1cccs1)Nc1ccc([N+](=O)[O-])cc1	-2	9	-1	1.8	-2	-1	1	3	0.2
C=CCn1c(-c2ccco2)n[nH]c1=S	1	4	-3	0.6	5	-4	-9	-1	-0.1
CCO[C@H]1OC(C(=O)NCc2nc3ccccc3[nH]2)=C[C@@H](c2ccccc2)[C@@H]1CCCO	1	-3	5	-1.5	-1	-4	-4	-3	0.0
CCCn1c2c(c(O)c(C(=O)NCCCN(CC)CC)c1=O)CCCC2	-5	-9	-9	-0.4	-4	-3	9	-2	0.0
